TWEAK Fn14 block: inhibitors of TWEAK-Fn14 signaling, primary screen, luciferase reporter cells, uHTS; TWEAK-stimulated Fn14 reporter cells, luciferase luminescence, 8 h; inhibition, % at 10 µM; actives 2% (n = 360,000); AID 1159606, 2016; in the data active = inhibition above about 50%
Peg3 prom inh: Peg3 promoter-driven luciferase inhibitors, primary screen, cell-based, HeLa, luciferase luminescence; HeLa PEG-Prom luciferase reporter, overnight; inhibition, % at 20 µM; actives 1.7% (n = 360,000); AID 588405, 2011;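 active = inhibition of at least 50% at 20 µM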
CF NFkB block: inhibitors of PAF-induced NF-kB signaling, primary screen, cell-based, GFP fluorescence, uHTS; KKLEB NF-kB-GFP reporter, GFP fluorescence overnight; inhibition, % at 5 µM; AID 588850, 2011; actives 0.86% (n = 360,000);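 active = at least 50% inhibition at 5 µM, scaled per plate between neutral and stimulator controls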;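 also: PAF is a Pseudomonas aeruginosa culture filtrate used as stimulus; plate controls were PAF-stimulated DMSO wells for no effect and unstimulated DMSO wells for full effect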
KKLEB tox: cytotoxicity in KKLEB CF airway cells, primary screen, cytotoxicity control for CF NF-kB inhibitor project, cell-based, uHTS, fluorescence assay plates | KKLEB CF airway cells viability, ATPlite luminescence, overnight; active compounds read low; cells stimulated with P. aeruginosa culture filtrate | activity change (cytotoxicity), % at 5 µM | actives 0.36% (n = 360,000);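 active = corrected activity change at or below -50% at 5 µM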
aDG glyco act: activators of alpha-DG glycosylation, primary screen, uHTS, Pro5-aDG cells, AlphaScreen; alpha-DG glycosylation AlphaScreen (IIH6); 0% Pro5, 100% B10-LARGE cell signal; activation, % at 10 µM; AID 624168, 2012; actives 0.22% (n = 360,000);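 active = activation of at least 8% versus controls, or a plate z-score of at least 8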;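 also: Pro5 are CHO cells carrying HIG-tagged alpha-DG that lacks glycosylation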
NR2E3 ag-1: NR2E3 agonists in two-hybrid cells, primary screen, cell-based, luminescence, CHO-S, Gal4-NCOR/VP16-NR2E3; Photoreceptor-specific nuclear receptor (Homo sapiens), Q9Y5X4; AID 602229, 2012; actives 0.35% (n = 360,000); inhibition of corepressor binding, % at 3.98 µM; luciferase;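 active = inhibition above the mean of all tested compounds plus 3 SD, cut at about 70% in these data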;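 also: 0% = DMSO with NR2E3 transfected cells and 100% = cells lacking NR2E3 construct; higher means lower luciferase signal from less NR2E3 corepressor binding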
Target sequence (Q9Y5X4 whole entry, looked up, the tested form may be a part): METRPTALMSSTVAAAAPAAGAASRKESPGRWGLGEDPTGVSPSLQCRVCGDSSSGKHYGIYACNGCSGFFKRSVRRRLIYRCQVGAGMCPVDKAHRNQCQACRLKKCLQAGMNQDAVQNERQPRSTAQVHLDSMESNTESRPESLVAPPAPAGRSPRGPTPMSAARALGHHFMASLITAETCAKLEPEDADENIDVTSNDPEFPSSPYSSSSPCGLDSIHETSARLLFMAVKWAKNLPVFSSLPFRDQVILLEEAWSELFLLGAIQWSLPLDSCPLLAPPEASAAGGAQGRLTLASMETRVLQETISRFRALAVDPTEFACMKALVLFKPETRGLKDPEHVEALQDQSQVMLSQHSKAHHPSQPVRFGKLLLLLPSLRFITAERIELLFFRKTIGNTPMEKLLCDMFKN
iPSC survival up: enhancers of single-cell hiPSC survival, primary screen, ATPlite luminescence | 100% = ROCK inhibitor wells, 0% = DMSO | survival enhancement, % at 20 µM | actives 0.044% (n = 360,000) | AID 602274, 2012; in the data active = survival enhancement above about 18%;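 also: cells exposed to compounds for 16 hours before the ATP read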
NR2E3 ag-2: inhibitors of NR2E3-RetCOR corepressor binding, primary screen, NR2E3 agonist project, biochemical, TR-FRET, GST-NR2E3, biotin-RetCOR; 1536-well; actives 0.12% (n = 320,000); inhibition of corepressor binding, % at 4.78 µM; Photoreceptor-specific nuclear receptor (Homo sapiens), Q9Y5X4; AID 2300, 2010;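 active = percent inhibition above the cutoff of mean plus 3 SD of all tested compounds, set per screening campaign, cut at about 20% in these data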;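 also: 0% = DMSO wells and 100% = biotin wells as full block of FRET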
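Test system: GST-NR2E3 and biotin-RetCOR proteins | Quantity: 1.35 nM GST-tagged NR2E3 final | Medium: Tris pH 7.5 | Also added: 7 nM biotin-RetCOR | Dosing: Compound at 4.8 µM, single dose | Timing: 5 h at 4 °C | Detection: Time-resolved FRET | Read-out basis: Percent inhibition | Benchmarks: Biotin wells as high control, 0.6% DMSO wells as low control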
Shn3 inh set2: reduction of Shn3 3'UTR firefly luciferase signal, primary screen, Schnurri-3 inhibitor project, cell-based, Clone20 osteoblasts, set 2 | inhibition, % at 12.5 µM | Clone20 osteoblast Shn3 3'UTR firefly luciferase, 24 h | actives 0.52% (n = 360,000);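 active = mean inhibition of at least 75% with every replicate also reaching 75%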;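 also: 0% = median of neutral control wells and 100% = pilot-screen positive control compound; some compounds past the cut are filed as inactive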
MITF TRPM1 inh: inhibitors of MITF-dependent TRPM1 promoter reporter, primary screen, cell-based, SK-MEL-5, single point, luciferase; SK-MEL-5 TRPM1 promoter luciferase, 24 h; actives 0.83% (n = 330,000); inhibition, % at 12.5 µM;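 active = mean inhibition across replicates of 60% or more, whatever share of single replicates reaches that level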; also: values of inactives mirror those of a sister screen read the other way
HIF-2a block: HIF-2a reporter inhibitors, primary screen, luminescence, 786-0 RCC cells. actives 0.72% (n = 360,000). inhibition, % at 18.8 µM. 786-0 RCC cells HIF-2a reporter, luciferase luminescence, overnight;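 active = inhibition of the luminescence signal of 40% or more relative to plate controls, in a single-dose primary screen at 18.75 µM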
Active calls of the source: *; / = no result given.

SMILES	TWEAK Fn14 block	Peg3 prom inh	CF NFkB block	KKLEB tox	aDG glyco act	NR2E3 ag-1	iPSC survival up	NR2E3 ag-2	Shn3 inh set2	MITF TRPM1 inh	HIF-2a block
CCCN(c1ccccc1C(=O)O)S(=O)(=O)c1ccc2c(c1)n(C)c(=O)n2C	4	6	-18	14	0.0	-3	0.0	0	-5	13	13
Cc1ccc(CNC(=O)COC(=O)COc2ccc(C#N)cc2)cc1	4	5	16	-23	-0.1	5	-0.4	-2	-23	0	3
CC1CCCCC1NC(=S)NC(=O)c1ccccc1Br (centres undefined)	5	16	2	0	-0.1	6	1.1	-3	-6	-8	-4
CC(C)OP(=O)(c1ccccc1)c1ccccc1	2	15	-6	0	-0.1	12	0.9	-1	-2	0	8
Cc1ccccc1NC(=O)C1CCN(S(=O)(=O)c2ccc3c(c2)NC(=O)C(C)S3)CC1 (centres undefined)	-5	-4	17	-5	0.1	11	-0.1	-3	17	-7	0
Fc1cnc(N2CCc3ccccc32)nc1N1CCc2ccccc21	9	-84	2	-6	-0.3	-2	0.8	-2	-2	-33	-83
CCOc1ccc(C(=O)Nc2ccc(S(=O)(=O)N3C[C@@H]4C[C@@H](C3)c3cccc(=O)n3C4)cc2)cc1	-41	4	10	-10	0.0	-6	0.8	-3	3	-2	17
COC(=O)C(=O)C1CCc2c(Cl)cc(OC)c(OC)c2C1=O (centres undefined)	8	17	-2	3	0.2	-27	-1.4	/	-2	10	0
Cc1ccccc1C(=O)NCCCNC(=O)c1ccccn1	12	22	1	8	-0.1	-7	-0.1	3	-7	5	7
COc1cccc(Oc2coc3cc(OC(=O)N4CCOCC4)ccc3c2=O)c1	0	5	-4	3	0.2	-3	2.2	3	2	-3	-15
Cc1cccc(N(C)S(=O)(=O)c2ccc3[nH]c(=O)c(=O)[nH]c3c2)c1	-10	18	-2	15	-0.2	5	1.8	2	-15	-3	-1
COc1cc(NS(=O)(=O)c2ccc(NC(=O)C34CC5CC(CC(C5)C3)C4)cc2)ncn1	19	6	3	2	-0.2	4	1.9	1	2	3	11
OCCN1CCN(C2Cc3cc(Cl)ccc3Sc3ccc(Cl)cc32)CC1 (centres undefined) (tested in a mixture with another compound)	-2	65*	17	-16	1.5	-6	3.9	-1	-24	-2	13
CCCN1CNC(=S)N(c2cc(C)ccc2C)C1	-20	-58	16	-3	0.4	10	1.5	0	8	5	5
O=C(CSc1nc(-c2ccccc2)c(-c2ccccc2)o1)NCCCO	30	19	-6	6	0.1	13	0.0	5	12	15	12
O=C(O)c1ccccc1C(=O)Nc1ccc(Nc2ccccc2)cc1	-32	-10	5	5	-0.6	5	2.7	/	0	/	-21
CCOc1cccc(NC(=O)c2cccc(F)c2)c1	-18	-50	9	17	0.2	-7	2.1	3	34	-20	-73
COC(=O)c1sc(NC(=O)c2ccc([N+](=O)[O-])o2)c(C#N)c1C	35	31	13	-17	0.0	7	2.5	-3	-21	42	-18
CCc1nnc(NS(=O)(=O)c2ccc(NCc3cc(Cl)cc(Cl)c3O)cc2)s1	-11	1	12	-11	-0.1	15	-0.4	0	-4	10	3
Cc1cc2occ(CC(=O)N(CC(C)C)c3c(N)n(Cc4ccccc4)c(=O)[nH]c3=O)c2cc1C	1	-4	26	-5	0.2	12	-0.2	1	-4	1	8
COC(=O)c1cccc(Cn2nc(C)c([N+](=O)[O-])c2C)c1	8	-46	20	-7	-0.2	-6	-1.2	1	4	-3	12
CC(C)C(=O)NC(=S)Nc1ccc(S(=O)(=O)NC2CCCCC2)cc1	33	23	12	-1	-0.1	-7	-0.1	-4	17	6	16
CCOC(=O)C1CCCN(c2c(Nc3cc(C)cc(C)c3)c(=O)c2=O)C1 (centres undefined)	17	-1	0	2	-0.3	-24	0.1	2	3	0	-1
COc1cccc(NC(=O)c2ccc(-c3ccc([N+](=O)[O-])cc3)o2)c1	-9	-119	-22	3	0.0	-46	4.1	4	-84	-39	-210
CC(NS(=O)(=O)c1ccccc1)C(=O)NC1CCCC1 (centres undefined)	-4	-15	13	-14	-0.3	-3	-0.4	7	3	-1	-3
COC(=O)C[C@H](NC(=O)Cn1cc(C)c(=O)[nH]c1=O)C(=O)OC	10	3	5	-3	-0.1	-29	-1.0	/	-11	-18	7
COc1c(F)c(F)c(C(=O)Nc2ccc(-c3nc4ccccc4[nH]3)cc2)c(F)c1F	-32	-2	7	5	0.1	-15	0.3	0	9	-9	13
Cc1ccccc1-c1ccc(=O)n(CC(=O)Nc2ccc(S(=O)(=O)N(C)C)cc2)n1	-11	5	-6	-16	-0.4	-3	-1.9	6	-11	-2	9
NC(=O)N\N=C/C=C/C=C/c1ccc(F)cc1	-5	-13	7	4	0.0	-18	0.5	-5	-30	-4	-29
COc1ccc(S(=O)(=O)NNC(=O)C23CC4CC(CC(C4)C2)C3)cc1	0	9	-10	2	-0.2	13	0.6	/	26	2	7
COc1ccc(C(=O)NCC(C)(C)CNC(=O)c2ccc(OC)c(OC)c2)cc1OC	-7	6	21	-12	0.0	-48	-0.6	-3	16	-5	17
CCOC(=O)C1=C(Nc2ccccc2)OCC1=O	14	4	10	9	-0.2	3	-2.6	-5	3	-16	4
COc1ccccc1Cn1c(=O)oc2ccccc21	10	11	-11	4	-0.2	-39	-1.1	/	5	/	15
O=C(Cc1cccs1)Nc1nnc(SCc2ccc(F)cc2)s1	11	11	-9	-2	-0.2	-27	0.8	-1	-1	7	2
CCOC(=O)C1=C(C)NC(SCc2cc(=O)[nH][nH]2)=C(C#N)C1c1cccs1 (centres undefined)	-17	-5	-16	-11	-0.1	-38	1.5	1	19	-4	10
C=CCc1cccc(C=Nc2ccc(Br)cc2)c1O	-15	13	9	7	-0.3	-21	-0.5	0	8	7	6

The closing 2 compounds of the part before come first, to join the parts:
SMILES	TWEAK Fn14 block	Peg3 prom inh	CF NFkB block	KKLEB tox	aDG glyco act	NR2E3 ag-1	iPSC survival up	NR2E3 ag-2	Shn3 inh set2	MITF TRPM1 inh	HIF-2a block
CCOC(=O)C1=C(C)NC(SCc2cc(=O)[nH][nH]2)=C(C#N)C1c1cccs1 (centres undefined)	-17	-5	-16	-11	-0.1	-38	1.5	1	19	-4	10
C=CCc1cccc(C=Nc2ccc(Br)cc2)c1O	-15	13	9	7	-0.3	-21	-0.5	0	8	7	6
COc1ccc(/C=N/NC(=O)c2ccc(CSc3nc(C)cc(C)n3)cc2)cc1O	23	14	9	-1	0.3	10	4.6	1	-27	-4	21
C=CCOc1ccc(CNC(C)(C)CO)cc1OCC	2	9	7	2	-0.3	1	1.8	2	10	5	14
CCOC(=O)N1CCN(C(=O)C2CCN(S(=O)(=O)c3ccc(Cl)cc3)CC2)CC1	-4	16	0	12	0.0	5	-0.3	0	17	-8	11
CC(C)N1C(=O)/C(=C/c2nc3ccccc3c(=O)n2-c2ccccc2)c2ccccc21	44	32	3	1	-0.8	40	5.8	2	-1	22	64*
COc1ccccc1CNC(=O)CCCNC(=O)Cn1cnc2sc(C)c(C)c2c1=O	-3	10	0	14	-0.1	16	0.3	4	1	0	10
Cc1ccc(S(=O)(=O)N2CCN(C(=O)COC(=O)Cc3ccc(Cl)cc3)CC2)c(C)c1	-4	11	9	-7	-0.2	-29	0.0	8	-11	0	8
Cc1ccc(CNC(=O)Cn2nnc3ccccc3c2=O)cc1	0	-37	8	1	-0.1	-26	-0.5	2	-16	-16	-58
CCCNC(=O)CCc1c(C)nc2c(c(C)nn2-c2ccccc2)c1C	7	0	3	-1	-0.1	-25	0.2	2	-12	-1	12
Cc1ccc(-c2nn(-c3ccccc3)cc2C(=O)OCC(=O)Nc2ncc(Cl)cc2Cl)cc1	1	27	4	-16	0.0	-20	1.1	1	5	-3	11
Cc1cc(C)n(-c2ccc(C(=O)N3CCN(c4ccccn4)CC3)cc2)n1	8	-2	-7	2	-0.2	-10	0.0	-2	-3	4	-9
COc1ccc(-c2nc(C)sc2CC(=O)O)cc1	8	3	-10	-2	0.0	23	3.9	5	3	2	7
Cc1ccc(COC(=O)CN2C(=O)NC3(CCCC3)C2=O)cc1	-1	4	-1	-3	-0.5	11	0.0	0	-7	7	2
Cc1ccc(NS(=O)(=O)c2ccc(Cl)c(NC(=S)NC(=O)C3CCCCC3)c2)cc1Cl	65*	45	34	-10	-0.1	7	1.0	-1	3	-4	13
CCOC(=O)[C@H]1[C@H]2COc3ccc(C)cc3[C@@H]2N2C(=O)CN(Cc3ccc(C)cc3)C(=O)[C@@]12C	0	8	-16	-4	0.0	-5	-1.7	1	13	9	0
Cc1ccc(CN(C)C(=O)c2cccc(S(=O)(=O)N3CCCC3)c2)o1	-2	8	-5	2	0.0	-21	2.7	/	-28	3	14
COc1ccccc1OCC(=O)NNC(=O)c1cccs1	-1	0	4	1	-0.6	-28	-1.6	1	0	-27	9
Cc1cc(NC(=O)C2CC=CCC2C(=O)O)no1 (centres undefined)	-10	-3	1	11	0.0	-13	-1.3	4	1	6	19
O=C(NC(=S)Nc1ccc(-c2ccc(CO)o2)cc1)c1cccs1	-5	-107	21	-13	0.1	-50	-0.1	-4	-8	-9	-92
N#Cc1nccc2ccc(OCc3ccc(Br)cc3)cc12	-15	6	-10	-7	-0.1	-17	0.6	/	8	/	11
CN(CC(=O)Nc1c(Cl)cccc1Cl)C(=O)c1n[nH]c2ccccc12	7	14	-8	-3	0.1	-2	0.3	-1	5	-7	10
CCOc1ccccc1NC(=O)C1CCCN1C(=O)OCc1ccccc1 (centres undefined)	-9	30	-6	-5	0.1	0	-2.0	-1	-11	5	11
O=S(=O)(Nc1cc(Sc2ncn[nH]2)c(O)c2ccccc12)c1ccccc1	95*	-5	79*	7	-0.4	103*	-1.3	/	93*	40	3
Cc1[nH]c2ccccc2c1C(=O)CSC(=S)N(C)C1CCCCC1	4	-2	-6	-2	-0.1	33	0.5	0	-24	-1	8
C/C(=N\NC(=O)COc1ccc(C)cc1C(C)C)c1cc2ccccc2o1	-30	-149	-25	-15	-0.3	-36	-2.4	1	-9	-19	-142
OCCOCCNc1ncnc2c1cnn2-c1ccc(Cl)cc1	43	-256	-9	2	0.2	-65	-2.6	5	-54	-42	-158
